HTR5A ag: HTR5A agonism, opioid heterodimer counter-screen; P47898; HTR5A agonist assay, luminescence, cell-based; activation, % at 9.3 µM; 340,000 compounds, 0.61% hits; AID 504692; in the data active = activation mostly above about 9.5%, no sharp cut-off; inactive = mostly below about 7.6%;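 note: 0% = cells with vehicle only and 100% = reference agonist; strong numbers were not always called active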
phage Ecoli inh: E. coli growth loss with phage present; AID 651602; 360,000 compounds, 0.26% hits; growth absorbance; inhibition, % at 11.9 µM; in the data active = inhibition above about 11%
AddAB inh: less growth of phage-infected E. coli with AddAB | inhibition, % at 11.9 µM | E. coli expressing H. pylori AddAB, absorbance growth | 330,000 compounds, 0.29% hits; in the data active = inhibition above about 12%;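 note: 0% = vehicle wells of infected cells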
E coli growth: counter-screen for AddAB inhibitors: E. coli growth inhibition; E. coli V3065 growth, OD600 absorbance, 18 h; inhibition, % at 11.9 µM; 330,000 compounds, 0.27% hits; AID 449728;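 active = inhibition above the campaign's mean inhibition across all tested compounds plus 3 SD, cut at about 9.9% in these data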;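 note: uninfected addAB+ strain grown without phage in ampicillin broth; 0% = DMSO wells and 100% = ciprofloxacin 0.95 µg/ml wells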
PKA-R1A activ: PKA-R1A complex activation; P00514+P68181; PKA-R1A dissociation, Cy5-IP20 fluorescence polarization; scaled: DMSO 0%, 113 µM cGMP 100%; activation, % at 11.4 µM; 340,000 compounds, 0.083% hits; AID 504707;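 active = percent activation above the mean of all tested compounds plus 3 SD, cut at about 19% in these data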;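 note: higher means more PKAc released from R1A so a rise in polarization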
PfHsp90 set2: inhibits growth of yeast expressing Plasmodium falciparum Hsp90 | S. cerevisiae expressing PfHsp90, BacTiter-Glo ATP, 48 h; yeast lacking PDR1 and PDR3 efflux regulators | inhibition, % at 9.4 µM | 310,000 compounds, 0.32% hits | AID 504621;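 active = every replicate shows inhibition above about 80%, whatever the replicate mean, limit read from the data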;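 note: 0% = DMSO neutral controls and 100% = 20 µM radicicol positive controls; yeast relying on Plasmodium falciparum Hsp90 in place of its own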
OPRM1-OPRD1 ag: OPRM1-OPRD1 heterodimerization agonism; P35372+P41143; activation, % at 9.3 µM; cells, luminescence; 340,000 compounds, 0.3% hits; in the data active = activation above about 18%;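 note: 0% = vehicle-treated cells and 100% = reference agonist; values of inactives mirror those of a sister screen read the other way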
SUMO Mot1 rescue: inhibitors of SUMOylation pathway: yeast Mot1-301 growth rescue. S. cerevisiae Mot1-301 growth rescue, ATP luminescence, 38.5C; percent above DMSO median, 100 means doubled. growth rescue, % at 18.8 µM. 320,000 compounds, 1% hits. AID 2716;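 active = every valid replicate shows activation above 250% relative to neutral control wells; inactive = the rest, any valid replicate at or below 250%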;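 note: OY570 slx delta 5 strain wells were the positive control but not used for scaling; some compounds called inactive have numbers as strong as hits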
DSG3 Ab inh: inhibitors of pemphigus antibody binding to human desmoglein-3 | P32926 | binding (percent of control), % at 10 µM | DSG3-coupled beads, scFv-anti-DSG3-GFP binding, flow cytometry; stronger effect = lower value | 310,000 compounds, 0.48% hits;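 active = binding more than 3 SD below its plate's average and above zero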; note: some compounds called inactive have numbers as strong as hits
Target sequence (P32926 whole entry, looked up): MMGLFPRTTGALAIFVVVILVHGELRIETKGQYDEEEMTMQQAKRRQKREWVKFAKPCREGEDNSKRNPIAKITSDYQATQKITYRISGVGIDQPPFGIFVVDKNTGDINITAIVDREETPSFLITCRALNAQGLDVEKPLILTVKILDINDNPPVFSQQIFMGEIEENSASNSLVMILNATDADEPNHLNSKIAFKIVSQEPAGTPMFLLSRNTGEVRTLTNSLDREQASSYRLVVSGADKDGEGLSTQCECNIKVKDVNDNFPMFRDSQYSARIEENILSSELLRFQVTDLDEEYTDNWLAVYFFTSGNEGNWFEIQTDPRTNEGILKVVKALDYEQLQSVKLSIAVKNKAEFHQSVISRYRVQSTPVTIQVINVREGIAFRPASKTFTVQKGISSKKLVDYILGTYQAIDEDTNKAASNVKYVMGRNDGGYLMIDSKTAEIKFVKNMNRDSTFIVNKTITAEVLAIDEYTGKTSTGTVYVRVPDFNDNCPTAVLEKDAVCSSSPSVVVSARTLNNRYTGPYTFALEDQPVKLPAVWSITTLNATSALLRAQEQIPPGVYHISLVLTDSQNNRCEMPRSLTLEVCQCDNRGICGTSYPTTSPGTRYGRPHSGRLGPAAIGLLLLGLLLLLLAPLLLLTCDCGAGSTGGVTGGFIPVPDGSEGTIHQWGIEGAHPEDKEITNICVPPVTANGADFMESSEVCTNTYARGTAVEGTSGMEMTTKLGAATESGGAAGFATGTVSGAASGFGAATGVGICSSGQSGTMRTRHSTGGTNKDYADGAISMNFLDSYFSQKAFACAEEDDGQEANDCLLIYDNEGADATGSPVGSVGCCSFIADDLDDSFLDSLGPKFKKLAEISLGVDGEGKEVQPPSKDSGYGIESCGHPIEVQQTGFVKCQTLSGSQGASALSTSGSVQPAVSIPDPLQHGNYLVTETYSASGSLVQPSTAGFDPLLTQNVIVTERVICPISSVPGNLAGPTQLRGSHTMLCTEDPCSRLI
MOR-DOR inv ag: mu-delta opioid heterodimer inverse agonism; cell-based MOR-DOR heterodimer luminescence; inhibition, % at 9.3 µM; 340,000 compounds, 0.21% hits; AID 504357; in the data active = inhibition above about 22%, passing the limit was not always enough;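 note: 0% = cells with DMSO and 100% = wells without cells with DMSO; values of inactives mirror those of a sister screen read the other way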
HTR5A inv ctr: inverse agonist of human HTR5A in OPRM1-OPRD1 counter-screen | P47898 | HTR5A cell line, luminescence, inverse agonism | inhibition, % at 9.3 µM | 340,000 compounds, 0.083% hits | AID 504634; in the data active = inhibition mostly above about 23%, no sharp cut-off; inactive = mostly below about 18%;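 note: 0% = cells with DMSO and 100% = no-cell wells with DMSO; some compounds called inactive have numbers as strong as hits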
* marks the source's active call; other numbers are inactive results.

For COc1ccc(Nc2c([N+](=O)[O-])ccc3c2=NC2(CCCCC2)N=3)cc1 the results were HTR5A ag -0.2, phage Ecoli inh 1.8, AddAB inh 1.9, E coli growth 1.7, PKA-R1A activ -15.5, PfHsp90 set2 -3.2, OPRM1-OPRD1 ag 11.3, SUMO Mot1 rescue -16.3, DSG3 Ab inh 100.7, MOR-DOR inv ag -60.8 and HTR5A inv ctr -27.4.
`Cc1cnc(CNC(=O)C2CCC(=O)N(CCc3ccc(Cl)cc3)C2)cn1` (configuration not stated) gave HTR5A ag 4.9, phage Ecoli inh -2.2, PKA-R1A activ 5.6, PfHsp90 set2 -6.5, OPRM1-OPRD1 ag -0.3, DSG3 Ab inh 73.5, MOR-DOR inv ag 1.3 and HTR5A inv ctr 13.1.
For COc1ccc(C)cc1NC(=O)C1CCCN(S(=O)(=O)c2ccc3c(c2)CCCN3C(C)=O)C1 (configuration not stated) the results were HTR5A ag -1.8, phage Ecoli inh 1.3, AddAB inh -0.8, E coli growth -0.1, PKA-R1A activ -2.4, PfHsp90 set2 4.8, OPRM1-OPRD1 ag -3.1, SUMO Mot1 rescue -0.5, DSG3 Ab inh 94.8, MOR-DOR inv ag 16.9 and HTR5A inv ctr 0.1.
For O=C(NNC(=O)c1cccc2ccccc12)c1cccc(F)c1 the results were HTR5A ag 4.2, phage Ecoli inh 2.9, PKA-R1A activ -3.1, PfHsp90 set2 -7.3, OPRM1-OPRD1 ag -3.4, DSG3 Ab inh 90.3, MOR-DOR inv ag 17.5 and HTR5A inv ctr -16.6.
Screening Cc1cccc(OCCNc2ccc([N+](=O)[O-])cn2)c1 returned HTR5A ag 0.9, phage Ecoli inh 4.0, AddAB inh 0.5, E coli growth 1.9, PKA-R1A activ -9.7, OPRM1-OPRD1 ag 4.1, SUMO Mot1 rescue 0.4, DSG3 Ab inh 117.5, MOR-DOR inv ag -19.9 and HTR5A inv ctr -2.5.
For COc1cccc(/C=N/NC(=O)Cn2cnc3c2c(=O)n(C)c(=O)n3C)c1OC the results were phage Ecoli inh 2.1, AddAB inh 0.3, E coli growth 0.7, SUMO Mot1 rescue -13.3 and DSG3 Ab inh 107.5.
CCN(CC1CCCO1)C(=O)CCc1nnc(CCc2ccc(OC)cc2)o1 (configuration not stated) was read as HTR5A ag -1.4, phage Ecoli inh 3.9, AddAB inh 1.2, E coli growth 0.4, PKA-R1A activ -4.8, PfHsp90 set2 -14.5, OPRM1-OPRD1 ag -2.0, SUMO Mot1 rescue 5.4, DSG3 Ab inh 102.8, MOR-DOR inv ag 10.4 and HTR5A inv ctr -13.5.
For CN(CC(=O)Nc1cccc(F)c1)C(=O)/C=C/c1ccc(Br)s1 the results were HTR5A ag -1.4, phage Ecoli inh -0.1, AddAB inh 0.0, E coli growth -2.6, PKA-R1A activ -1.4, PfHsp90 set2 -1.8, OPRM1-OPRD1 ag 3.1, SUMO Mot1 rescue -4.8, DSG3 Ab inh 102.5, MOR-DOR inv ag -16.6 and HTR5A inv ctr -13.1.
For CC1CCCCN1C(C(=O)O)c1ccccc1 (configuration not stated) the results were HTR5A ag -3.5, phage Ecoli inh 2.8, AddAB inh -4.3, E coli growth -1.1, PKA-R1A activ -3.1, PfHsp90 set2 -5.7, OPRM1-OPRD1 ag -2.2, SUMO Mot1 rescue 1.5, DSG3 Ab inh 94.6, MOR-DOR inv ag 12.6 and HTR5A inv ctr 8.9.
Screening CC(C)(C)NC(=S)NCC1CC1 returned HTR5A ag 0.3, phage Ecoli inh 2.1, AddAB inh 0.3, E coli growth -0.1, PKA-R1A activ 0.3, PfHsp90 set2 3.2, OPRM1-OPRD1 ag 0.6, SUMO Mot1 rescue -3.3, DSG3 Ab inh 107.7, MOR-DOR inv ag -3.0 and HTR5A inv ctr -17.2.
For Cc1oc(C(=O)O)cc1CSc1nnc(-c2ccccc2)n1C the results were HTR5A ag 0.5, phage Ecoli inh 1.9, AddAB inh 0.1, E coli growth -1.5, PKA-R1A activ -3.5, OPRM1-OPRD1 ag -0.6, SUMO Mot1 rescue -8.7, DSG3 Ab inh 96.3, MOR-DOR inv ag 3.4 and HTR5A inv ctr -11.1.
`Cc1ccc(-n2c(=O)[nH]c3c(C(N)=O)nc(CC(C)C)nc32)cc1` gave HTR5A ag -8.0, phage Ecoli inh 4.1, AddAB inh 0.9, E coli growth 1.3, PKA-R1A activ -10.6, PfHsp90 set2 10.8, OPRM1-OPRD1 ag 0.6, SUMO Mot1 rescue -12.1, DSG3 Ab inh 98.6, MOR-DOR inv ag -3.6 and HTR5A inv ctr -10.3.
`Cc1nc(SCc2nc3c([N+](=O)[O-])cccc3[nH]2)c2oc3ccccc3c2n1` gave HTR5A ag 5.7, AddAB inh 0.1, E coli growth -1.4, PKA-R1A activ 3.1, PfHsp90 set2 3.6, OPRM1-OPRD1 ag -0.3, SUMO Mot1 rescue 10.8, DSG3 Ab inh 31.8*, MOR-DOR inv ag 1.7 and HTR5A inv ctr -16.6.
CN1C(=S)SC(N(O)C(=O)Nc2ccccc2)C1(C)C (configuration not stated) was read as HTR5A ag -2.5, phage Ecoli inh 3.1, AddAB inh 3.4, E coli growth 3.0, PKA-R1A activ -1.1, PfHsp90 set2 5.4, OPRM1-OPRD1 ag 2.0, SUMO Mot1 rescue -7.4, DSG3 Ab inh 98.0, MOR-DOR inv ag -11.0 and HTR5A inv ctr 24.6.
Screening COc1ccccc1NS(=O)(=O)c1cccc(C(=O)N/N=C(\C)c2ccncc2)c1 returned HTR5A ag -4.1, phage Ecoli inh -0.6, PKA-R1A activ -4.0, PfHsp90 set2 2.5, OPRM1-OPRD1 ag -0.6, DSG3 Ab inh 95.9, MOR-DOR inv ag 3.7 and HTR5A inv ctr 9.7.
CC(=O)Nc1cccc(C(=O)NNC(=O)c2ccccc2-n2cccc2)c1 was read as HTR5A ag 2.4, phage Ecoli inh 0.0, AddAB inh 1.4, E coli growth 0.0, PKA-R1A activ -3.4, PfHsp90 set2 -5.2, OPRM1-OPRD1 ag -0.4, DSG3 Ab inh 108.0, MOR-DOR inv ag 1.4 and HTR5A inv ctr -5.5.
CSCCCNC(=S)Nc1cccc(S(=O)(=O)NC2=NCCC2)c1 was read as HTR5A ag -0.5, phage Ecoli inh 3.5, AddAB inh 5.1, E coli growth 1.0, PKA-R1A activ -4.6, PfHsp90 set2 -0.8, OPRM1-OPRD1 ag -1.8, SUMO Mot1 rescue 100.6, DSG3 Ab inh 94.1, MOR-DOR inv ag 9.4 and HTR5A inv ctr 1.3.
Screening C[C@H]1CN([C@@H](C)CO)C(=O)c2cc(NC(=O)CCN3CCOCC3)ccc2O[C@H]1CN(C)C(=O)Nc1ccc(F)cc1 returned HTR5A ag 2.1, phage Ecoli inh -0.2, AddAB inh 6.3, E coli growth 1.5, PKA-R1A activ -7.8, PfHsp90 set2 8.6, OPRM1-OPRD1 ag 0.0, SUMO Mot1 rescue 11.8, DSG3 Ab inh 104.2, MOR-DOR inv ag -0.1 and HTR5A inv ctr -0.1.
Screening CC(C)C[C@H]1CN=C(Nc2ccccc2)N1CCC1CCCCC1 returned HTR5A ag 4.5, phage Ecoli inh 2.5, AddAB inh 0.5, E coli growth 1.1, PKA-R1A activ -7.0, PfHsp90 set2 6.8, OPRM1-OPRD1 ag -0.7, SUMO Mot1 rescue -9.3, MOR-DOR inv ag 3.8 and HTR5A inv ctr 0.2.
For Cc1cc(-c2ccccc2)nc(SCC(=O)N2CCCC2)n1 the results were HTR5A ag 4.1, phage Ecoli inh 3.3, AddAB inh 1.1, E coli growth -0.6, PKA-R1A activ 4.3, PfHsp90 set2 15.4, OPRM1-OPRD1 ag -2.1, SUMO Mot1 rescue -11.0, DSG3 Ab inh 98.2, MOR-DOR inv ag 10.9 and HTR5A inv ctr 12.2.
`CCOC(=O)C1CCCN(S(=O)(=O)c2ccc(S(N)(=O)=O)cc2)C1` (configuration not stated) gave HTR5A ag 2.0, phage Ecoli inh 3.5, AddAB inh -0.8, E coli growth -0.6, PKA-R1A activ 9.3, PfHsp90 set2 12.7, OPRM1-OPRD1 ag -1.2, SUMO Mot1 rescue -5.7, DSG3 Ab inh 102.3, MOR-DOR inv ag 5.8 and HTR5A inv ctr 10.4.
For CCC(=O)N(Cc1ccco1)c1nc(-c2cc(OC)ccc2OC)cs1 the results were HTR5A ag 2.0, phage Ecoli inh 3.8, AddAB inh 0.8, E coli growth 0.1, PKA-R1A activ -7.0, PfHsp90 set2 -16.4, OPRM1-OPRD1 ag 0.2, SUMO Mot1 rescue 2.1, DSG3 Ab inh 99.6, MOR-DOR inv ag -1.1 and HTR5A inv ctr -18.8.
`Cc1ccc(CC2C(=O)N(c3nc(C)cc(C)n3)C(=O)C2C)cc1` (configuration not stated) gave HTR5A ag -7.3, phage Ecoli inh 1.7, AddAB inh 4.7, E coli growth 0.7, PKA-R1A activ -13.4, PfHsp90 set2 -1.2, OPRM1-OPRD1 ag -1.9, SUMO Mot1 rescue 180.4, DSG3 Ab inh 100.8, MOR-DOR inv ag 9.7 and HTR5A inv ctr 17.9.
O=C(O)c1c2c(nc3ccccc13)/C(=C/c1ccc(O)cc1)CCC2 was read as HTR5A ag -0.5, phage Ecoli inh 3.6, AddAB inh -0.4, E coli growth 1.4, PKA-R1A activ -6.8, PfHsp90 set2 1.3, OPRM1-OPRD1 ag -0.3, SUMO Mot1 rescue 8.2, DSG3 Ab inh 102.3, MOR-DOR inv ag 1.4 and HTR5A inv ctr 1.3.
`CN1CCN(CC(=O)N(Cc2c(C#N)c3ccccc3n2C)c2ccccc2)CC1` gave HTR5A ag -1.4, phage Ecoli inh 0.8, AddAB inh -0.6, E coli growth -1.1, PKA-R1A activ -0.8, PfHsp90 set2 14.0, OPRM1-OPRD1 ag -1.7, SUMO Mot1 rescue 162.6, DSG3 Ab inh 97.4, MOR-DOR inv ag 9.3 and HTR5A inv ctr 0.7.
For CC(c1ccccc1)N1CCn2c(nc3cc(NC(=O)c4cccs4)ccc32)C1 (configuration not stated) the results were phage Ecoli inh 0.6, AddAB inh 2.0, E coli growth 2.1, PKA-R1A activ -0.1, PfHsp90 set2 12.5, SUMO Mot1 rescue -11.0 and DSG3 Ab inh 119.8.
For COc1cc(NC(=O)Nc2cc(C)on2)cc(OC)c1OC the results were HTR5A ag 5.2, phage Ecoli inh 3.4, AddAB inh 4.1, E coli growth -0.3, PKA-R1A activ -6.3, PfHsp90 set2 5.1, OPRM1-OPRD1 ag -1.9, SUMO Mot1 rescue 4.6, DSG3 Ab inh 89.6, MOR-DOR inv ag 12.1 and HTR5A inv ctr -14.8.
CC(=O)Nc1ccc(NC(=O)c2ccc(Cl)c(S(=O)(=O)N3CCc4ccccc43)c2)cc1 was read as HTR5A ag 5.9, phage Ecoli inh -0.6, PKA-R1A activ 0.0, OPRM1-OPRD1 ag 0.1, DSG3 Ab inh 94.0, MOR-DOR inv ag -0.3 and HTR5A inv ctr -15.4.
